IMPase inh = qHTS Assay for Identifying the Cell-Membrane Permeable IMPase Inhibitors; Inositol monophosphatase 1 (Rattus norvegicus), P97697; CHO-M1 cells, IP1 accumulation, HTRF TR-FRET ratio; inhibition (IP1 accumulation), % at 46.1 µM; 120,000 tested, under 10 active; AID 901, 2007; active = well fitted curve in the direction sought with a large enough effect in the signal ratio, not every such curve was filed as active; inconclusive = small, poorly fitted or top-dose-only effect, or a change in a side signal; inactive = no such curve, though single readings can be large or run the other way; the % refers to the signal ratio;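 note: cells stimulated with carbachol in lithium chloride buffer; plate controls were DMSO basal wells for no effect and reference inhibitor wells for full effect; higher means more IMPase inhibition seen as more IP1 and lower FRET ratio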
Target sequence (P97697 whole entry, looked up): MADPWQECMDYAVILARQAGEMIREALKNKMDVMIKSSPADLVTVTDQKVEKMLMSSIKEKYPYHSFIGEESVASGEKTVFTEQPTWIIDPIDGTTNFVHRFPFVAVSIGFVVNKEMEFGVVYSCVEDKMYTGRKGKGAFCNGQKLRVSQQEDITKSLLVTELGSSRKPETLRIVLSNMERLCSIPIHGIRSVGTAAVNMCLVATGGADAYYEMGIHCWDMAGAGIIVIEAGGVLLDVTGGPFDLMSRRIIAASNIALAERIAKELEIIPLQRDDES
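The IP-One HTRF competitive assay in carbachol-stimulated CHO-M1 cells quantifies cellular IP1. Compounds spanned up to 46 uM final, and activity is expressed as AC50 from concentration-response fits of the ratio and donor data.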
ALOX15B inhib = qHTS Assay for Inhibitors of 15-hLO-2 (15-human lipoxygenase 2) | AID 881, 2007 | Polyunsaturated fatty acid lipoxygenase ALOX15B (Homo sapiens), O15296 | Potency, µM (titrated, usually from 57.1 µM), for inactives: top-dose activity change, negative = inhibition, usual class: inhibitors | 0.56% of 110,000 active | purified 15hLO-2, xylenol orange hydroperoxide absorbance; note: potency is the fitted concentration of half-maximal effect; nearly all actives have a fitted effect of over 60% in size; many of its hits are not listed in these tables
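Purified human 15hLO-2 (50 nM) preincubated 15 min with compound, then 45 uM arachidonic acid for 90 min at RT in 25 mM Hepes pH 7.5, 0.01% Triton X-100. Hydroperoxide detected by Fe-xylenol orange; 573/405 nm absorbance ratio.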
PNC assembly inh = High Content Assay for Compounds that inhibit the Assembly of the Perinucleolar Compartment | PC3M PTB-GFP, PNC prevalence imaging, 16 h; hits give low values | activity change (PNC), negative = inhibition, % at 10 µM | 3.1% of 140,000 active;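 active = readout at or below -70, meaning at least 70% loss of cells showing the perinucleolar compartment, a nuclear body marking cancer cells; inconclusive = readout between -30 and a set limit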;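 note: plate controls were DMSO wells for no effect and camptothecin positive control wells for full effect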
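PC3M cells stably expressing PTB-GFP, 750–1000 cells/well, treated 16 h at 37 °C with compound (23 nl of library stock), in duplicate. After paraformaldehyde fixation and Hoechst stain, imaged at 20x; PNC prevalence scored by image analysis.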
12-hLO inh = qHTS Assay for Inhibitors of 12-hLO (12-human lipoxygenase) | Potency, µM (doses to about 57.1 µM), for the others: at the top dose activity change, negative = inhibition, hits mostly inhibitors | Polyunsaturated fatty acid lipoxygenase ALOX12 (Homo sapiens), P18054 | purified 12-hLO, xylenol orange hydroperoxide absorbance | 0.12% of 150,000 active; note: potency is the fitted concentration of half-maximal effect; nearly all actives have a fitted effect of over 55% in size; many of its hits are not listed in these tables
Target sequence (P18054 whole entry, looked up): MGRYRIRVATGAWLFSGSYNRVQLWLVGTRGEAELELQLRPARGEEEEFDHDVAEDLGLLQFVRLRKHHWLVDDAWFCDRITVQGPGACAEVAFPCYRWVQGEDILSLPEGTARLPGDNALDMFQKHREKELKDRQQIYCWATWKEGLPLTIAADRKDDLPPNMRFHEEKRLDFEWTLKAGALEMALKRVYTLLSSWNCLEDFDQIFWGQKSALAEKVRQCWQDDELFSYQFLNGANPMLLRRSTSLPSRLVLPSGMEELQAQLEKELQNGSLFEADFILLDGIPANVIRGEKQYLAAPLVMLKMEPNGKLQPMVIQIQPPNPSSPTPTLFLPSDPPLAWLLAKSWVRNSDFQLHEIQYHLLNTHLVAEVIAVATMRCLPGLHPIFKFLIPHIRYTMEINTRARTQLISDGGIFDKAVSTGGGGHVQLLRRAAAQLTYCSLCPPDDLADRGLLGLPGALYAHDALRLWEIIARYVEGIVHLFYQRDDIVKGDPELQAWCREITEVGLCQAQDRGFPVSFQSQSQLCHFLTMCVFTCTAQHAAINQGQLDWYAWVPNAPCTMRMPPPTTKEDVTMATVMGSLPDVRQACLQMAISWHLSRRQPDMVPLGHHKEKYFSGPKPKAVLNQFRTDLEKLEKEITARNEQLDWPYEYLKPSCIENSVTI
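Lipoxygenase turnover measured by absorbance at 573 and 405 nm after Fe-XO development. Human 12hLO 150 nM, arachidonate 40 uM, pH 7.0 Hepes buffer with detergent; 15 min compound preincubation, 30 min reaction.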
Starred values were filed as active, the others as inactive; ? = inconclusive; / = not tested or not shown; & = joins results of further samples; [ ] = another dose, or the depositor's remark. Unless noted, calls come from the whole dose curve; as a rule, active = well fitted curve in the direction sought with a large enough effect; inconclusive = small, poorly fitted or top-dose-only effect, or another doubt; inactive = no such curve, though single readings can be large; an effect the other way counts as inactive or inconclusive. Unless noted, % is set by controls: 0 for no effect and ±100 for the full control effect.

IMPase inh | ALOX15B inhib | PNC assembly inh | 12-hLO inh | SMILES
/ | / | 10 | -2% | Cc1ccc(N2C(=O)N(Cc3ccccc3C)c3ccccc3S2(=O)=O)cc1
-1 | 4% | 17 | -4% | O=S(=O)(c1ccc(-c2csc(-c3cccnc3)n2)cc1)N1CCCC1
/ | / | -15 | -4% | CCOc1ccc2nc(SCC(=O)Nc3ccc4c(c3)OCO4)sc2c1
-1 | 0% | -27 | -3% | O=C(NCC1CCCO1)c1cnn2c1NC(c1ccccc1)CC2C(F)(F)F (configuration not stated)
5 | 0% | -2 | -6% | Cc1ccsc1/C=C1\CCc2ccccc2C1=O
-4 | 0% | -13 | 0% | Cc1nn(C)c(Oc2cccc(Cl)c2)c1C=O
9 | -3% | ? | -2% | CN(Cc1ccccc1)C(=O)Cn1c(=O)oc2cc(S(=O)(=O)NCc3ccccc3)ccc21
11 | 12% | 24 | -6% | c1ccc(-n2cccc2CNC2CCCCC2)cc1
-1 | -4% | ? | -11% | CN(C(=O)c1ccccn1)c1nnc(-c2ccccn2)s1
-3 | 14% | ? | -7% | CCOC(=O)c1c(C)oc2c1c(C(c1cccnc1)N1CCCCC1)c(O)c1ccccc12 (configuration not stated)

IMPase inh | ALOX15B inhib | PNC assembly inh | 12-hLO inh | SMILES
-8 | 4% | ? | -29% | Cc1ccc(/C=C2\CCC3=C2OC(N)=C(C#N)C3c2ccc(C)cc2)cc1 (configuration not stated)
5 | 27% | -83* | 2% | O=S(=O)(c1ccc(Cl)s1)N1CCN(Cc2ccccc2)CC1
/ | -2% | / | 0% | NC(N)=NCCCC(NC(=O)C(N)Cc1ccc(O)cc1)C(=O)O (configuration not stated)
/ | / | ? | -1% | Cc1nc(NS(=O)(=O)c2ccccc2)sc1C(C)(C)C
-6 | / | -11 | -3% | COCCOc1ccc(C(F)(F)F)cc1NC(=O)c1ccc(C)cc1
4 | -2% | 2 | -1% | O=C(NCCCN1CCCC1=O)c1cncc(Br)c1
/ | / | -12 | -1% | CC(=O)Oc1c(C)cc(Cl)cc1C(=O)Nc1ccc([N+](=O)[O-])cc1Cl
/ | / | 8 | 1% | CC(Oc1ccc(Cl)cc1Cl)C(=O)NCCC1=CCCCC1 (configuration not stated)
2 | 4% | 2 | 1% | C/C(=N\NC(=O)C1CC1)c1ccc(Cl)c(Cl)c1
/ | / | 37 | -2% | O=C(O)c1ccc(-n2ccnc2)c([N+](=O)[O-])c1

IMPase inh | ALOX15B inhib | PNC assembly inh | 12-hLO inh | SMILES
/ | 2%&-17% | / | -2%&-2% | O=C(/C=C/c1ccc(O)c(O)c1)OC1C[C@](O)(C(=O)O)C[C@@H](O)[C@H]1O (some centres not stated)
0 | / | ? | -7% | C/C(Cn1nc([N+](=O)[O-])cc1C)=N\NC(=O)COc1c(Cl)cc(Cl)cc1Cl
2 | 9% | 13 | -2% | O=C(NCCCc1ccccc1)c1ccccc1O
12 | / | 38 | -3% | CCOC(=O)N1CCc2c(sc(NC(=O)c3ccc(Cl)s3)c2C(N)=O)C1
/ | / | 53 | -1% | CC(=O)O[C@@H]1C[C@H]2C(C)(C)C(=O)C=C[C@]2(C)[C@H]2CC[C@@]3(C)[C@H](c4ccoc4)OC(=O)[C@H]4O[C@]43[C@@]21C
4 | / | 72 | -1% | O=C(c1ccc(N2CCCCS2(=O)=O)cc1)N1CCN(c2ccc(N3CCOCC3)nn2)CC1
-4 | 11% | -13 | -1% | CCCCN(CC)Cc1c(C)[nH]c2ccccc2c1=O
10 | -3% | ? | -1% | O=c1[nH]c2ccccc2n1Cc1ccc(Cl)cc1
-4 | / | 1 | -2% | COc1cccc(-c2ccc(SCC(=O)N3CCc4ccccc43)nn2)c1
10 | 21% | -11 | ? | COc1ccc(-c2n[nH]c(C)c2-c2cnn(-c3ccccc3)c2)c(O)c1C

IMPase inh | ALOX15B inhib | PNC assembly inh | 12-hLO inh | SMILES
2 | -7% | ? | 5% | CC(C)(C)c1ccc(C(=O)NNC(=O)c2cccc(Br)c2)cc1
/ | / | ? | 1% | O=C(NCCc1c[nH]c2ccccc12)C(=O)NCC1OCCCN1S(=O)(=O)c1ccccc1 (configuration not stated)
1 | 3% | ? | 0% | COC(=O)C(C(=O)Nc1ncccn1)C1CCCCCC1 (configuration not stated)
-26 | -3% | ? | -8% | CCOC(=O)C1=C(C)Nc2nnnn2C1c1cccc(OC)c1OC (configuration not stated)
6 | / | 23 | -6% | Cc1ccc(Cn2nc(C)c(NC(=O)c3nn(C)cc3Cl)c2C)cc1
-1 | 5% | 55 | -3% | CCOC(=O)N1CCN(C(=O)C2CCCN(S(=O)(=O)c3cccnc3)C2)CC1 (configuration not stated)
? | -5% | 2 | -4% | COc1ccc(/C=N/NC(=O)c2cccc([N+](=O)[O-])c2)cc1OC(=O)c1ccccc1
/ | / | 49 | -2% | CC(=O)Nc1ccc(/C=C(\C#N)C(=O)NCc2ccccc2)cc1
-1 | -1% | -24 | -2% | COc1ccc(N2C(=O)C3CCCN3C2c2cc(OC)c(OC)cc2OC)cc1 (configuration not stated)
6 | -3% | -7 | -1% | Cc1cc(C)n(-c2nc3c(c(=O)[nH]c(=O)n3C)n2CC(O)COc2ccccc2)n1 (configuration not stated)

IMPase inh | ALOX15B inhib | PNC assembly inh | 12-hLO inh | SMILES
5 | 5% | 2 | -2% | CC(C)c1nnc(NC(=O)CCC(=O)N2CCN(Cc3ccccc3)CC2)s1
1 | 4% | -12 | -7% | CCc1ccc2[nH]c(=O)c(C(c3nnnn3CC3CCCO3)N3CCN4CCCC4C3)cc2c1 (configuration not stated)
0 | 5% | 34 | -1% | O=C(CSc1nc(-c2ccccc2)c(-c2ccccc2)[nH]1)N1CCN(S(=O)(=O)c2ccccc2)CC1
0 | 7% | ? | -1% | O=CNCCCc1nc2ccccc2n1Cc1ccccc1
-2 | -10% | -1 | 2% | O=C(NCc1ccc2c(c1)OCO2)c1ccc(S(=O)(=O)N2CCCCC2)cc1
-24 | -8% | 60 | -5% | Cc1ccc(C(=O)C(OC(=O)CN2C(=O)c3ccccc3C2=O)c2ccccc2)cc1 (configuration not stated)
/ | -2% | / | -5% | COC(=O)/C=C/C(C)=C/C=C/C(C)=C/C=C/C=C(C)/C=C/C=C(C)/C=C/C(=O)O
-2 | 3% | 0 | 1% | CCC(=O)Nc1c(-c2ccc(OC)cc2)c(=O)c2ccccc2n1C
-4 | 5% | -18 | 2% | N#Cc1cnc(Nc2nc3ccccc3o2)nc1-c1ccccc1
-8 | 0% | 3 | -1% | Cc1[nH]c2ccccc2c1SCC(=O)N1CCCc2ccccc21

With a hit mark in PNC assembly inh (from the list above):
IMPase inh | ALOX15B inhib | PNC assembly inh | 12-hLO inh | SMILES
5 | 27% | -83* | 2% | O=S(=O)(c1ccc(Cl)s1)N1CCN(Cc2ccccc2)CC1

Shown with each value named: part of the list above
SMILES: O=CNCCCc1nc2ccccc2n1Cc1ccccc1
  IMPase inh: 0
  ALOX15B inhib: 7%
  PNC assembly inh: ?
  12-hLO inh: -1%

SMILES: CCC(=O)Nc1c(-c2ccc(OC)cc2)c(=O)c2ccccc2n1C
  IMPase inh: -2
  ALOX15B inhib: 3%
  PNC assembly inh: 0
  12-hLO inh: 1%

Next section
IMPase inh | ALOX15B inhib | PNC assembly inh | 12-hLO inh | SMILES
/ | / | -13 | -2% | O=C(C1=C[C@@H]2[C@H]3C(=O)N(c4cccc(Cl)c4)C(=O)[C@H]3[C@@H](C(=O)c3ccc(Cl)cc3)N2C=C1)c1ccccc1
-14 | / | 4 | -2% | Cn1cccc1CC(=O)NNC(=O)Nc1cccc(Cl)c1
4 | 0% | ? | -3% | Cc1cc(NC(=O)CCC(=O)N(c2cccnc2)C(C(=O)NC2CCCC2)c2ccccc2)no1 (configuration not stated)
-5[20.6 µM] | -6% | / | 2% | Cc1c(N(C)C)c(=O)n(-c2ccccc2)n1C
10 | -3% | ? | -3% | Cc1nc(C)n(C(=O)N(c2ccccc2)c2ccccc2)n1
/ | / | 30 | -18% | S=C(NCCc1ccccc1)NCc1ccccc1Cl
2 | -8% | / | -2% | CC[C@H](C)[C@@H]1O[C@]2(CC[C@@H]1C)C[C@H]1C[C@H](CC=C(C)[C@@H](O[C@H]3C[C@H](OC)[C@H](O[C@H]4C[C@H](OC)[C@H](O)[C@H](C)O4)[C@H](C)O3)[C@@H](C)C=CC=C3CO[C@@H]4[C@@H](O)C(C)=C[C@H](C(=O)O1)[C@@]34O)O2
-15 | -3% | 6 | -7% | CCCOc1ccccc1C1C(C(=O)OC)=CN(C(C)C)C=C1C(=O)OC
-1 | 2% | 10 | 2% | COc1ccc(CCNC(=O)COC(=O)c2cnc(C)cn2)cc1
9 | 0% | -24 | 4% | COc1ccccc1N1CCN(C(CNC(=O)c2ccco2)c2cccnc2)CC1 (configuration not stated)

Random excerpt: 3 entries already listed, in no set order.
IMPase inh | ALOX15B inhib | PNC assembly inh | 12-hLO inh | SMILES
-1 | 2% | 10 | 2% | COc1ccc(CCNC(=O)COC(=O)c2cnc(C)cn2)cc1
-14 | / | 4 | -2% | Cn1cccc1CC(=O)NNC(=O)Nc1cccc(Cl)c1
4 | 0% | ? | -3% | Cc1cc(NC(=O)CCC(=O)N(c2cccnc2)C(C(=O)NC2CCCC2)c2ccccc2)no1 (configuration not stated)

Remaining list, next part
IMPase inh | ALOX15B inhib | PNC assembly inh | 12-hLO inh | SMILES
4 | 1% | -6 | -8% | COc1ccc(Cl)cc1NC(=O)C(C)Sc1n[nH]c(N)n1 (configuration not stated)
6 | 50%[activator] | -6 | 0% | CCOc1ccccc1OCCCCCc1c(C)n[nH]c1C
5[1.84 µM] | -15%[11.4 µM] | ? | 4% | O=C(CS(=O)(=O)c1ccccc1)Nc1nc(-c2ccccc2)cs1
16 | 7% | ? | -3% | COC(=O)c1c(NC(=O)c2cccs2)sc2c1CCC(C)C2 (configuration not stated)
6[1.84 µM] | -19%[11.4 µM] | 24 | -3% | COC(=O)C1=C(C)N(Cc2ccc(OC)cc2)C(=O)C1
0 | / | 8 | -5% | CN(C)S(=O)(=O)c1cccc(NC(=O)COC(=O)CCSc2ccc(Cl)cc2)c1
/ | / | 11 | -3% | O=C(CN1CCN(S(=O)(=O)c2ccc(Br)cc2)CC1)N/N=C/c1cccs1
4 | 19% | 12 | 1% | CCc1c(C(=O)Nc2ccncc2)csc1C
8 | 0% | -28 | -2% | CCOC(=O)N1CCC(NC(=O)c2ccc(NC(=O)C3CCCO3)cc2)CC1 (configuration not stated)
-2 | / | 329 | 8% | COc1ccc(S(=O)(=O)Nc2nncs2)cc1
8 | 2% | -14 | -2% | O=C(NCc1ccccc1)C1C2C=CC3(CN(Cc4cccnc4)C(=O)C13)O2 (configuration not stated)

Given with each value named: part of the list above
COc1ccccc1N1CCN(C(CNC(=O)c2ccco2)c2cccnc2)CC1 (configuration not stated)
  IMPase inh: 9 | ALOX15B inhib: 0% | PNC assembly inh: -24 | 12-hLO inh: 4%
CCCCN(CC)Cc1c(C)[nH]c2ccccc2c1=O
  IMPase inh: -4 | ALOX15B inhib: 11% | PNC assembly inh: -13 | 12-hLO inh: -1%
O=C(CN1CCN(S(=O)(=O)c2ccc(Br)cc2)CC1)N/N=C/c1cccs1
  IMPase inh: / | ALOX15B inhib: / | PNC assembly inh: 11 | 12-hLO inh: -3%
COc1ccc(/C=N/NC(=O)c2cccc([N+](=O)[O-])c2)cc1OC(=O)c1ccccc1
  IMPase inh: ? | ALOX15B inhib: -5% | PNC assembly inh: 2 | 12-hLO inh: -4%

An excerpt; rates above refer to the full screens.
